# RXFP1 antagonist: antagonists of human relaxin receptor RXFP1. Q9HBX9. HEK293-RXFP1, relaxin-stimulated cAMP HTRF, 30 min; active compounds read low. activity change, negative = inhibition, % at 57.5 µM. hit rate 0.59% among 350,000;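 active = activity change of -60% or lower, but not beyond a set lower limit; inconclusive = change between -60% and -40%, or beyond the set limit; inactive = change above -40%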; note: % is set by controls: 0 for no effect and ±100 for the full control effect
# Target sequence (Q9HBX9 whole entry, looked up): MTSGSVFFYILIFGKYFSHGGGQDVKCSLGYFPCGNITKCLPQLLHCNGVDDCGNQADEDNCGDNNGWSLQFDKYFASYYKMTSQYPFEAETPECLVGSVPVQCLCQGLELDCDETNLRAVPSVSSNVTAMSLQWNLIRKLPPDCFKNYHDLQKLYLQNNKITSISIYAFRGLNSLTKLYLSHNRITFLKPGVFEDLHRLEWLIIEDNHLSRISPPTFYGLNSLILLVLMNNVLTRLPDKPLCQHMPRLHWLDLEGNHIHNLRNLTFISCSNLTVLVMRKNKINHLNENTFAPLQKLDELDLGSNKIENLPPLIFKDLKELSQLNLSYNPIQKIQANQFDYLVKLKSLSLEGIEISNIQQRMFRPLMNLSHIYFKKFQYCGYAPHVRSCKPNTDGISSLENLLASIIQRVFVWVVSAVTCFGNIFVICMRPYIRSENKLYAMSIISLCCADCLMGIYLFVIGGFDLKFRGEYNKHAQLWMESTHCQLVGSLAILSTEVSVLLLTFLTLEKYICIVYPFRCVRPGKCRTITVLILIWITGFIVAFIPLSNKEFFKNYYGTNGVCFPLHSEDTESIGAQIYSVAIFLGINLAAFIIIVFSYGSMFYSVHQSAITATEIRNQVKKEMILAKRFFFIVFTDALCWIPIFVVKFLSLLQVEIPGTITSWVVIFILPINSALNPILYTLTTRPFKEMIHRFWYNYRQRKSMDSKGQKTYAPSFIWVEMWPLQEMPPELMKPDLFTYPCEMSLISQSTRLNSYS
# D1 potentiator: human D1 dopamine receptor positive modulation; potentiation, % at 10 µM; AID 504651; HEK293 TREx D1 cells, calcium flux, dopamine EC20 potentiation; P21728; hit rate 0.036% among 360,000; in the data active = potentiation above about 30%; note: 0% is about no effect
# TRHR PAM: allosterically enhances the human TRH receptor; hit rate 0.66% among 360,000; TRHR cells, fluo-8 calcium fluorescence, EC20 TRH enhancement; AID 493056; enhancement, % at 2 µM; in the data active = enhancement above about 30%; note: 0% is about no effect
#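 TRHR-expressing cells loaded with fluo-8 calcium dye were read kinetically (ex 480/em 530) during compound addition, then stimulated with an EC20 of TRH (10 nM final). Enhancement of the Gq-mediated intracellular calcium response was scored.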
# D1 agonist: activates the human D1 dopamine receptor | HEK293 T-REx D1 cells, calcium flux, agonist mode | activation, % at 2 µM | AID 504660 | hit rate 1% among 360,000 | P21728; in the data active = activation above about 30%; note: 0% is about no effect
#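 Inducible HEK293 T-REx D1 cells, force-coupled to calcium signalling, were plated at 4000 cells/well with tetracycline and held overnight at 30 C. After no-wash calcium dye loading, compound-evoked calcium rise over 180 s flagged agonists.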
# RXFP1 ag: activates the human relaxin receptor RXFP1 | Q9HBX9 | HEK293T-RXFP1 cAMP TR-FRET, 30 min; response scale: percent of porcine relaxin response, buffer zero | Potency, µM (top dose mostly 57.5 µM), without a hit: top-dose activation, most hits filed as activators | hit rate 0.3% among 370,000; active = well fitted activation curve with a large enough effect; inconclusive = small, poorly fitted or top-dose-only effect; note: potency is the fitted concentration of half-maximal effect; % is set by controls: 0 for no effect and ±100 for the full control effect; nearly all actives have a fitted effect of over 60% in size; many of its hits are not listed in these tables
#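 HEK293 cells stably expressing RXFP1, treated 30 min at 37C with compounds plus PDE4 inhibitor Ro 20174; cAMP measured by HTRF TR-FRET. Normalized to buffer and 29 nM porcine relaxin; EC50 by Hill fit.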
# D2 PAM: positively modulates the human D2 dopamine receptor allosterically; P14416; HEK293 T-REx D2, calcium flux, EC20 dopamine potentiation; potentiation, % at 10 µM; hit rate 0.34% among 340,000; AID 485347;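 active = potentiation over 3 SD above the plate norm, cut at about 30% in these data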; note: 0% is about no effect
#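 Tetracycline-induced HEK293 T-REx cells force-coupled to calcium signalling expressed D2; compounds were pin-added after a 10 s baseline, read kinetically 180 s, then an EC20 dopamine challenge followed with a further 180 s calcium read.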
# D2 ag: activates the human D2 dopamine receptor. P14416. AID 485358. hit rate 0.53% among 340,000. HEK293 T-REx D2 cells, calcium flux agonist mode. activation, % at 2 µM;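 active = activation over 3 SD above normal in the single-dose calcium agonist read, cut at about 30% in these data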; note: 0% is about no effect
#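 Agonism scored from kinetic calcium signal (1 read/sec, 180 s) following compound pin transfer, after a 10 s baseline. Cells: HEK293 Trex line expressing inducible D2 receptor coupled to calcium, dye-loaded after overnight culture at 30 C.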
# D2 antag: D2 dopamine receptor (human) antagonism. P14416. HEK293 TREx D2 cells, calcium flux, dopamine EC80. inhibition, % at 10 µM. hit rate 2% among 340,000; in the data active = inhibition above about 30%; note: 0% is about no effect
#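 In this primary screen, negative modulation is detected by tracking calcium flux after an EC80 dopamine challenge in inducible HEK293 T-REx D2 cells preexposed to test compound for 180 s.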
# D1 antagonist: human D1 dopamine receptor antagonism. P21728. hit rate 3.2% among 360,000. activity change, negative = inhibition, % at 10 µM. HEK293 TREx D1 cells, calcium flux, dopamine EC80; active compounds read low; in the data active = activity change below about -30%; note: % is set by controls: 0 for no effect and ±100 for the full control effect
#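 Antagonism measured as reduced calcium response to an EC80 dopamine addition following 180 s compound pre-read; cells were inducible HEK293 Trex D1 plated overnight at 30 C, read kinetically at 1 cycle/sec.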
# * hit, by the source's call; ? = inconclusive; · = not tested or not shown.
SMILES,RXFP1 antagonist,D1 potentiator,TRHR PAM,D1 agonist,RXFP1 ag,D2 PAM,D2 ag,D2 antag,D1 antagonist
CC(=O)N1CCc2cc(S(=O)(=O)NCCC(=O)Nc3cccc(C)c3C)ccc21,0,-2,-4,1,1.3%,-7,-2.0,-14,5
O=C(OCC(=O)N1CCCC1)c1ccc(OC(F)(F)F)cc1,-10,1,2,2,-2.0%,14,0.8,5,-8
CC(=O)NS(=O)(=O)c1ccc2sc(C)nc2c1,16,-8,4,2,3.2%,6,0.5,9,-1
COC(=O)c1ccc(COC(=O)C2CCN(S(=O)(=O)c3c(Cl)cccc3Cl)CC2)o1,-9,-7,-4,21,-0.9%,-7,0.1,4,21
O=C(/C=C/c1ccccc1Cl)N1CCCN(C(=O)/C=C/c2ccccc2Cl)CC1,-12,-1,1,2,1.6%,10,-0.3,-2,-7
CCCN1C(=O)N(C)C(N(O)C(=O)NC)C1(C)C (configuration not stated),-5,-1,1,1,1.5%,6,-0.3,3,17
CN(C)CCCN(C(=O)c1ccc(N2C(=O)CCC2=O)cc1)c1nc2c(F)cccc2s1,-8,-2,2,3,2.6%,-6,1.1,11,15
COC(=O)c1cc(NC(=O)/C=C/c2ccccc2)ccc1O,·,-5,-3,1,1.9%,8,-0.1,-17,-14
CN(CC(=O)Nc1ccccc1Br)C(=O)CNC(=O)c1ccco1,3,-4,7,2,0.6%,5,0.2,-13,-2
COc1ccc(C)cc1S(=O)(=O)Nc1cc2c3c(c1)CCC(=O)N3CCC2,6,-10,1,7,0.4%,-3,0.0,6,-35*
Cc1ccc(CSCCNC(=O)CN2C(=O)c3ccccc3S2(=O)=O)cc1,8,-7,1,16,-0.9%,16,0.2,5,-25
CCOC(=O)c1nnn2c1nc(N1CCN(C)CC1)c1ccccc12,-3,4,-4,2,?,6,0.2,18,-23
Cc1ccc(NC(=O)Nc2cccs2)c(Cl)c1,8,-9,-2,3,2.6%,·,·,·,-18
COc1ccc(-c2cc(C#N)nc(N3CCNCC3)n2)cc1,6,-6,-6,2,1.3%,-7,-1.5,-15,4
COc1ccc(NC(=O)CSc2n[nH]c(=O)n2C2CC2)cc1Cl,-19,3,-1,3,-0.6%,7,0.2,1,-14
COC(=O)c1sccc1S(=O)(=O)N1CCN(c2ccc(Cl)cc2)CC1,·,-2,8,1,1.4%,-4,0.2,·,-15
CCOc1ccc(N2CC(=O)SC2=S)cc1,-8,9,1,3,1.1%,0,-0.4,3,33
O=C(COc1ccccc1O)Nc1ccc(Cl)cc1,5,-3,1,7,-2.5%,-18,0.2,-3,-36*
COc1ccc(-c2nc3ccccc3n2Cc2ccc(Cl)cc2)cc1,·,-3,1,25,-1.3%,0,-1.9,·,-32*
O=C(NCc1cccnc1)C(=O)NCC(c1cccnc1)N1CCN(c2ccccc2F)CC1 (configuration not stated),-19,-5,0,7,-0.2%,-2,-1.4,·,1
COc1ccc(C)cc1NC(=O)C1COc2ccccc2O1 (configuration not stated),-2,-2,1,5,-0.5%,0,-1.4,0,1
Cc1ccccc1C(=O)N(Cc1nc(-c2ccc(Cl)cc2)no1)C(C)C,-4,3,-14,1,2.5%,-7,0.6,·,1
O=C(C#Cc1ccccc1)Nc1ccccc1F,-2,2,-3,8,-0.6%,-4,0.1,-1,1
CCS(=O)(=O)N1CCCC(C(=O)NC2CCCCC2)C1 (configuration not stated),-3,3,10,1,1.5%,-8,1.2,16,-7
CCC/C=N/NC(=O)C1COc2ccccc2O1 (configuration not stated),-3,-3,3,2,3.4%,-3,0.1,-14,-19
Cc1cccc(COc2ccc(/C(O)=C3\C(=O)C(=O)N(CCN(C)C)C3c3ccncc3)cc2)c1 (configuration not stated),3,-3,-1,1,3.1%,3,-0.2,7,14
Cc1ccc(C2/C(=C(/O)c3cnn(-c4ccccc4)c3C)C(=O)C(=O)N2CCN2CCOCC2)o1 (configuration not stated),-4,-2,-4,2,1.8%,1,0.3,0,1
CC(=O)NCCC(=O)Nc1cc(S(=O)(=O)N2CCOCC2)ccc1Oc1ccccc1,-1,3,3,2,3.6%,5,0.4,6,2
CCOC(=O)c1c(-c2ccc(-c3ccccc3)cc2)csc1NC(=O)c1cccc(N2C(=O)CCC2=O)c1,14,-12,6,5,-0.1%,6,-1.4,-10,1
COc1ccc(CNC(=O)CNS(=O)(=O)c2cccs2)cc1,6,-4,2,2,-0.8%,·,·,·,11
O=C(OCC(=O)N1c2ccccc2Sc2ccccc21)c1ccc[n+]([O-])c1,-1,4,22,6,1.4%,-1,0.1,-20,4
Cc1c(CC(=O)N[C@@H](C)C(=O)O)c(=O)oc2cc3oc4c(c3cc12)CCCC4,6,-6,-4,0,0.1%,-2,0.6,18,-9
Cc1ccc(S(=O)(=O)N2CCOCC2)cc1C(=O)N1CCC(Cc2ccccc2)CC1,-19,-6,0,1,2.8%,22,-0.3,-13,1
O=c1c2ccccc2n(Cc2cccc(F)c2)c(=O)n1Cc1ccccc1Cl,-13,-1,-7,4,-4.2%,-13,0.5,·,1
COc1ccc(CC(=O)NN2C(=O)c3ccccc3C2=O)cc1,-7,-2,3,1,-0.1%,5,-0.1,-1,-13
NS(=O)(=O)c1ccc(CCNC(=O)CCCn2ncn3c(cc4occc43)c2=O)cc1,-3,-7,4,3,4.7%,11,0.3,4,12
CC(C)(C)C(=O)NNC(=O)c1cc(C(C)(C)C)nn1Cc1ccccc1,6,-3,1,2,3.9%,·,·,·,8
CCN1CCCC1Cn1cnc2c([nH]c3cc(OC)ccc32)c1=O (configuration not stated),-4,-3,-3,1,3.1%,-10,-1.5,24,-10
O=C1c2ccccc2C(=O)N1CCc1c[nH]c2ccccc12,5,-2,0,2,2.7%,-2,0.1,-3,-8
CCCc1cc(=O)[nH]c(SCC(=O)c2ccc3c(c2)OCCO3)n1,·,-8,-3,4,1.5%,-4,-1.2,1,-23

# Already shown: entries from further up.
SMILES,RXFP1 antagonist,D1 potentiator,TRHR PAM,D1 agonist,RXFP1 ag,D2 PAM,D2 ag,D2 antag,D1 antagonist
O=C(C#Cc1ccccc1)Nc1ccccc1F,-2,2,-3,8,-0.6%,-4,0.1,-1,1
CCS(=O)(=O)N1CCCC(C(=O)NC2CCCCC2)C1 (configuration not stated),-3,3,10,1,1.5%,-8,1.2,16,-7
CCC/C=N/NC(=O)C1COc2ccccc2O1 (configuration not stated),-3,-3,3,2,3.4%,-3,0.1,-14,-19
Cc1cccc(COc2ccc(/C(O)=C3\C(=O)C(=O)N(CCN(C)C)C3c3ccncc3)cc2)c1 (configuration not stated),3,-3,-1,1,3.1%,3,-0.2,7,14
Cc1ccc(C2/C(=C(/O)c3cnn(-c4ccccc4)c3C)C(=O)C(=O)N2CCN2CCOCC2)o1 (configuration not stated),-4,-2,-4,2,1.8%,1,0.3,0,1
CC(=O)NCCC(=O)Nc1cc(S(=O)(=O)N2CCOCC2)ccc1Oc1ccccc1,-1,3,3,2,3.6%,5,0.4,6,2
CCOC(=O)c1c(-c2ccc(-c3ccccc3)cc2)csc1NC(=O)c1cccc(N2C(=O)CCC2=O)c1,14,-12,6,5,-0.1%,6,-1.4,-10,1
COc1ccc(CNC(=O)CNS(=O)(=O)c2cccs2)cc1,6,-4,2,2,-0.8%,·,·,·,11
O=C(OCC(=O)N1c2ccccc2Sc2ccccc21)c1ccc[n+]([O-])c1,-1,4,22,6,1.4%,-1,0.1,-20,4
Cc1c(CC(=O)N[C@@H](C)C(=O)O)c(=O)oc2cc3oc4c(c3cc12)CCCC4,6,-6,-4,0,0.1%,-2,0.6,18,-9
Cc1ccc(S(=O)(=O)N2CCOCC2)cc1C(=O)N1CCC(Cc2ccccc2)CC1,-19,-6,0,1,2.8%,22,-0.3,-13,1

# Continued:
SMILES,RXFP1 antagonist,D1 potentiator,TRHR PAM,D1 agonist,RXFP1 ag,D2 PAM,D2 ag,D2 antag,D1 antagonist
CC1CN(c2nn3c(=O)c4ccccc4nc3c3ccccc23)CC(C)O1 (configuration not stated),5,1,-4,-1,0.8%,·,·,·,-9
CC(C)n1cnc2c(NCc3ccccc3)nc(NCc3ccccc3)nc21,·,10,2,0,1.7%,-5,0.1,3,11
O=C(CSc1nnc(-c2ccc(Cl)s2)o1)N1CCCc2ccccc21,-6,-3,2,6,2.7%,10,0.7,15,-12
CCN(CC)S(=O)(=O)c1ccc(C(=O)NC(=S)N(CCC#N)Cc2cccnc2)cc1,9,6,2,-3,5.7%,-3,-0.3,6,17
CC(Sc1nnc(Cc2ccccc2)n1C)C(=O)NC1CC1 (configuration not stated),0,-7,6,-1,-1.6%,-3,3.7,-16,-17
COc1ccc(N=Nc2cc(C)ccc2O)cc1,5,0,-4,1,2.5%,5,0.2,4,-6
COc1ccc(/C=C2\SC(=S)N(CCCC(=O)Nc3ccccn3)C2=O)cc1OC,-2,12,8,15,0.5%,12,2.7,-5,-7
Oc1ccccc1N=Nc1nc(-c2ccccc2)c(-c2ccccc2)[nH]1,·,2,-7,0,-4.4%,·,·,·,1
COc1cc(OC)nc(Oc2ccc(NC(C)=O)cc2)n1,-5,-3,1,5,3.0%,10,-0.4,3,5
Cc1cc(C(=O)CSc2nc3ccccc3c(=O)[nH]2)c(C)n1C,-2,-4,1,1,1.2%,39*,-0.3,-10,2
NC(=O)Cn1c(=O)n(Cc2ccco2)c(=O)c2c3c(sc21)CCCCC3,5,-2,-2,4,1.7%,·,·,·,-5
COc1ccccc1/C=C/CN1CCOCC1,9,1,11,0,28%,4,-0.2,-33,-11
CCOc1ccccc1NC(=O)CSc1nnc2ccc(-c3ccncc3)nn12,25,3,2,0,1.3%,7,-1.2,-14,-1
COc1cc(-c2nnc(SCc3cc(=O)oc4cc(C)ccc34)o2)cc(OC)c1OC,9,0,10,1,2.2%,-5,0.6,-9,-3
COc1ccccc1-c1sc2ccccc2c1-c1ccc2c(c1)OCCO2,·,7,1,-2,0.4%,-5,-0.4,5,·
COc1ccccc1CNC(=O)CC(c1ccc(F)cc1)N1Cc2ccccc2C1=O (configuration not stated),14,-2,2,3,1.0%,-2,-0.3,·,-5
O=C(NCc1nc2ccccc2[nH]1)c1cccs1,1,-10,1,3,0.2%,-4,0.2,-7,-1
O=C(O)c1cscn1,9,0,1,0,-0.7%,7,0.0,6,3

# The list is partial, so the mix of outcomes need not match the whole.
